# Source: PubChem BioAssay (University of Kansas High Throughput Screening Laboratory)
# mHTT CaM bind: mHTT-calmodulin interaction abrogation. P42858. AlphaScreen His-mHTT/GST-CaM binding, luminescence. inhibition, % at 15 µM. actives 3.6% (n = 190,000);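 further: 0% = both proteins with DMSO and 100% = one protein alone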
# Pf apPOL inh: Pf-apPOL DNA polymerase inhibition. Recombinant Pf-apPOL, molecular beacon fluorescence, 1.5 h. inhibition, % at 10 µM. actives 0.25% (n = 210,000). AID 1794808
# The depositor's hits bear a star; . = no result given; & = joins results of further samples. No stated cut-off is given here; in the data, active means inhibition above about 50%; inactive means the rest. Hits appear at their usual frequency; any-hit rate near 3.7%.
compound | mHTT CaM bind | Pf apPOL inh
Cc1ccc(NC(=O)c2ccc(F)c(S(=O)(=O)NCc3ccccc3Cl)c2)cc1F | 3.0 | -12.3
O=C(NC1CCN(Cc2ccccc2)CC1)c1cn2c(n1)COCC2 | -13.5 | -2.1
Cc1cc(NC(=O)CSc2nnc(-c3cccs3)o2)no1 | 42.4 | -1.5
Fc1cccc(Nc2ncnc3c2cnn3-c2ccc(Cl)cc2)c1 | 8.0 | -4.0
N#Cc1sccc1CS(=O)(=O)c1ccc(Cl)cc1 | . | -2.0
Cc1ccc([N+](=O)[O-])cc1NC(=O)C1C(c2ccccc2)=C1c1ccccc1 | -1.0 | -14.0
Cc1nnsc1C(=O)Nc1nnc(SCc2ccc(Cl)c(Cl)c2)s1 | 2.8 | -6.0
COc1ccc(-c2csc(Nc3ccc(C)c(Cl)c3)n2)cc1F | 88.2* | -0.8
CC(=O)c1c(C)nnn1-c1nonc1-c1ccccc1 | -25.2 | 2.7
COc1ccc(NC(=O)c2nn3c(C(F)(F)F)cc(-c4ccco4)nc3c2Cl)cc1OC | 6.0 | -3.1
O=C1Nc2ccccc2C1=Nc1ccc2c(c1)oc1ccccc12 | 46.0 | -4.6
CC(=O)c1ccc(N2CC(C)OC(C)C2)c([N+](=O)[O-])c1 (stereo not drawn) | . | -8.2
COCC(C)NC(=O)C(=O)NCc1cccs1 (stereo not drawn) | -5.8 | -4.6
COc1ccc2[nH]c3c(ccc4c(=O)c5ccccc5c(=O)c43)sc2c1 | 31.0 | -0.1
CCc1ccc(NC(=O)c2nnn(CC(=O)Nc3cc(C)ccc3C)c2N)cc1 | -5.0 | 3.7

# Some of the entries so far, with two lines to a compound:
# Below each compound: mHTT CaM bind | Pf apPOL inh
O=C1Nc2ccccc2C1=Nc1ccc2c(c1)oc1ccccc12
 : 46.0 | -4.6
CC(=O)c1ccc(N2CC(C)OC(C)C2)c([N+](=O)[O-])c1 (stereo not drawn)
 : . | -8.2

# The listing picks up with the 3 entries that preceded the break.
compound | mHTT CaM bind | Pf apPOL inh
COCC(C)NC(=O)C(=O)NCc1cccs1 (stereo not drawn) | -5.8 | -4.6
COc1ccc2[nH]c3c(ccc4c(=O)c5ccccc5c(=O)c43)sc2c1 | 31.0 | -0.1
CCc1ccc(NC(=O)c2nnn(CC(=O)Nc3cc(C)ccc3C)c2N)cc1 | -5.0 | 3.7
O=C(CCS(=O)(=O)Cc1ccc(Cl)cc1)NCCc1ccccc1 | -9.0 | -8.8
COc1ccc(C=Nc2ccc(C)c(C)c2)cc1O | 17.0 | -7.7
COc1ccc(C(=O)Nc2ccc3oc(-c4ccncc4)nc3c2)cc1 | 26.2 | -3.8
O=C(CCC1CCN(c2cc(NC3CC3)ncn2)CC1)N1CCN(C2CCCCC2)CC1 | 7.0 | -1.2
CCOc1cc2[nH]c(=O)n(Cc3ccc(C(=O)NCc4ccccn4)cc3)c(=O)c2cc1OCC | 9.0 | -1.0
c1ccc(Cn2c(COc3ccccc3)nc3ccccc32)cc1 | 3.0 | -1.4
O=S1(=O)CC(N2CCCC2)CN1Cc1cn(Cc2cccc(Cl)c2)nn1 (stereo not drawn) | -15.1 | -7.0
O=C(CCS(=O)(=O)c1ccc(Br)s1)NCc1cccs1 | -3.0 | -6.8
CCOc1ccc(C(=O)Nc2ccc([N+](=O)[O-])cc2OC)cc1Br | -3.7 | -15.6
COc1ccc(-n2c(C)ccc2C)cn1 | 36.3 | -0.4
Cc1nccn1-c1ccc(=O)n(CCNS(C)(=O)=O)n1 | -8.2 | -5.9
Cc1noc(C)c1S(=O)(=O)N1CCC(CC(=O)NC(C)CCc2ccccc2)CC1 (stereo not drawn) | -1.6 | -2.8
O=C(Nc1cccn2nc(C3CC3)nc12)c1ccccc1 | 2.7 | 0.2
CCc1cc(C2CCCN2C(=O)Nc2ccccc2Cl)on1 (stereo not drawn) | -4.5 | 0.3
CCc1ccccc1NC(=O)Cn1cnc2c(-c3ccccc3)csc2c1=O | -1.5 | -6.7

# Complete entries from above. Order of screens: mHTT CaM bind | Pf apPOL inh
# `Cc1nccn1-c1ccc(=O)n(CCNS(C)(=O)=O)n1` as listed: -8.2 | -5.9
# `c1ccc(Cn2c(COc3ccccc3)nc3ccccc32)cc1` as listed: 3.0 | -1.4
# `CCc1ccccc1NC(=O)Cn1cnc2c(-c3ccccc3)csc2c1=O` as listed: -1.5 | -6.7
# `O=C(CCC1CCN(c2cc(NC3CC3)ncn2)CC1)N1CCN(C2CCCCC2)CC1` as listed: 7.0 | -1.2
# `CCOc1ccc(C(=O)Nc2ccc([N+](=O)[O-])cc2OC)cc1Br` as listed: -3.7 | -15.6

# The list goes on:
compound | mHTT CaM bind | Pf apPOL inh
O=C(NCCN1CCCCCC1)c1cc2cn(C3CC3)cc2s1 | 22.9 | 12.6
CCN(CC)S(=O)(=O)c1csc(C(=O)Nc2cccc(C(=O)O)c2)c1 | -0.2 | -0.1
COC(=O)c1ccc([N+](=O)[O-])o1 | . | 6.5&0.1
CCCOc1ccc(-c2nc3s/c(=C\c4ccc(C)o4)c(=O)n3n2)cc1 | 12.0 | 2.5
COc1ccc(C2C(=C(O)c3ccc(C)cc3)C(=O)C(=O)N2C)cc1 (stereo not drawn) | 14.5 | -9.0
COc1ccc(/C=C2\OC(=O)c3ccccc32)cc1OC | -28.0 | -5.3
CN(C)c1ccc(C2SCCN2C(=O)c2ccc([N+](=O)[O-])cc2)cc1 (stereo not drawn) | 30.0 | -5.6
CCCNC(=O)c1ccc(N2CCNC(c3ccccc3)C2)nc1 (stereo not drawn) | -1.0 | -6.4
CC1(C)CCCC2(C)C1CCC(C)(O)C2CCO (stereo not drawn) | 5.0 | 0.2
CC1(C)C(=O)OC(c2ccc(Cl)cc2Cl)C(C)(C)C1=O (stereo not drawn) | -13.0 | -5.5
COc1ccc(OC)c(CNC(=O)c2ccc3[nH]c4c(c3c2)CN(C(C)=O)CC4)c1 | 43.7 | 7.7
CCCCCCCCN1[C@@H](CC(=O)OC)c2cc(C(F)(F)F)ccc2S1(=O)=O | -50.4 | -4.9
Cc1ccc(CN2CC(N3CCC(Cc4ccccc4)CC3)CS2(=O)=O)cc1 (stereo not drawn) | 21.3 | 0.0
Cc1ccccc1N1CCN(C(=O)C2CCc3sc(C(=O)N(C)C)cc3C2)CC1 (stereo not drawn) | 5.3 | -3.1
CCN1CCN(c2ccc(N3CCCC(C(=O)NCc4ccc(F)cc4)C3)nn2)CC1 (stereo not drawn) | 5.0 | -15.0

# Quoted from the listing:
# mHTT CaM bind with Cc1ccccc1N1CCN(C(=O)C2CCc3sc(C(=O)N(C)C)cc3C2)CC1 (stereo not drawn) : 5.3
# Pf apPOL inh with COc1ccc(/C=C2\OC(=O)c3ccccc32)cc1OC : -5.3
# Pf apPOL inh with CC1(C)CCCC2(C)C1CCC(C)(O)C2CCO (stereo not drawn) : 0.2

# Further compounds
compound | mHTT CaM bind | Pf apPOL inh
COc1ccccc1-n1c(SCC(=O)Nc2nnc(C)s2)nc2c(c1=O)SCC2 | -1.0&-1.0 | 6.3&-0.8
N#Cc1c(OCC(F)(F)F)cccc1OCC(F)(F)F | . | -2.5
CC(CC1CC(C)(C)OC1=O)C(=O)Nc1nncs1 (stereo not drawn) | -7.0&-6.0 | -3.2
CC1CCN(C(=O)c2ccc(NC(=O)C3CC3)cc2N2CCCCCC2)CC1 | 24.4 | 0.5
Cc1cccc(NC(=O)C2CCN(c3cnn(Cc4ccccc4)c(=O)c3)CC2)c1 | 4.5 | -0.6
O=C(Cn1cnc([N+](=O)[O-])n1)Nc1ccc([N+](=O)[O-])cc1Cl | 3.0 | 0.7
Cc1ccc(CC2C(=O)N(c3ncccn3)C(=O)C2C)cc1 (stereo not drawn) | 0.0 | -12.0
Cc1ccccc1C1NC(=S)NC2=C1C(=O)CCC2 (stereo not drawn) | -5.9 | -1.8
CN(C)c1ccc(C=CC(=O)C2=C(O)c3ccccc3C2=O)cc1 | 32.6 | -125.2
Cn1c(Sc2cnn(-c3ccccc3)c(=O)c2Br)nnc1-c1ccccc1 | 2.7 | -8.5
c1ccc2c3c([nH]c2c1)CCCC3 | 36.8 | .
OC(c1ccccn1)C1CCN(Cc2ccc3[nH]ccc3c2)CC1 (stereo not drawn) | -3.3 | -1.9
O=C(Cc1cccc(F)c1)N1CCc2[nH]cnc2C1c1ccccn1 (stereo not drawn) | 70.4* | -8.2
Cc1nc(NN=Cc2ccc([N+](=O)[O-])cc2)c2sc(=S)n(-c3ccccc3)c2n1 | . | -8.2
COC(=O)C1=C(C)NC(C)=C(C(=O)OC)C1c1ccccc1[N+](=O)[O-] | . | 3.9
O=S(=O)(Nc1ccc(F)cc1Cl)c1c[nH]c2ncccc12 | 2.9 | 2.6
CC(=O)Nc1ccc(N=Cc2ccc(N(C)C)c([N+](=O)[O-])c2)cc1 | 6.0 | -6.0
NC(COc1ccc(Cl)cc1Cl)=NO | . | -4.8
CCOc1ccc(NC(=O)CC(NCC2CCCO2)C(=O)O)c([N+](=O)[O-])c1 (stereo not drawn) | -1.3&-7.5 | -2.5&-0.2
CCCCNC(=O)Cn1c(CC)nc2c(c1=O)CN(Cc1ccccc1)CC2 | 3.2 | -7.5
O=C1CSC(c2ccc3c(c2)OCO3)N1c1ccc(F)cc1 (stereo not drawn) | . | -10.5
CC(=O)NCCc1csc(C2CCCN(C(=O)c3cccc(F)c3)C2)n1 (stereo not drawn) | -1.3 | -3.7
O=S(=O)(N=C(c1ccc(F)cc1)N1CCCCC1)c1ccccc1 | -4.0 | 3.9
O=C(Nc1nc2ccc(Br)cc2s1)c1ccc([N+](=O)[O-])cc1Cl | 15.4 | 1.1
COc1ccc(N/C(C)=C2\C(=O)C(=O)N(CCO)C2c2ccc([N+](=O)[O-])cc2)cc1 (stereo not drawn) | 15.8 | -0.9
COc1c(S(=O)(=O)NCc2ccc3c(c2)OCO3)ccc(Cl)c1Cl | 3.1 | -6.7
CCCc1cc2c(cc1N)OCCO2 | 21.8 | 0.7
O=C(Nc1ccc2c(c1)OCCO2)C(c1ccccc1)c1ccccc1 | -8.6 | -2.0
CCOC(=O)c1oc2ccc(S(=O)(=O)N3CCC(c4ccncc4)CC3)cc2c1C | 7.2 | -6.0
O=C(NCCN1CCNC1=O)Nc1ccc(OC(F)(F)F)cc1 | . | -10.4
O=c1/c(=C/c2ccccc2Br)sc2nc(-c3ccccc3)nn12 | -2.0 | 3.3
O=C1OC(c2ccc(Cl)c([N+](=O)[O-])c2)=N/C1=C\c1ccccc1Br | -2.0 | -1.9
COc1ccc(C2NC(C(=O)O)CS2)cc1O (stereo not drawn) | -2.5 | 6.2
CCC(C)NC(=O)c1cccc(-c2nc3cccnc3n2C)c1 (stereo not drawn) | -9.0 | -1.0
CCc1noc(C2CCCCN2Cc2nc(-c3ccsc3)no2)n1 (stereo not drawn) | -5.5 | -4.3
CCc1c(C)sc(NC(=O)CCCn2nc([N+](=O)[O-])c(Cl)c2C)c1C#N | 6.0 | -4.9
CC1=C(CC(=O)O)c2cc(F)ccc2/C1=C\c1ccc(S(C)=O)cc1 (stereo not drawn) | . | -10.3
Cc1ccccc1NC1=C(N2CCOCC2)C(=O)c2ccccc2C1=O | 5.0 | 2.5
COc1ccc(-c2ncc(N)cn2)cc1 | -6.1 | -0.5
C/C=C(\C)CN1CCN(c2ccc(C(C)=O)cc2)CC1 | 1.9 | -1.5
OC(CN1CCOCC1)Cn1c2ccc(Br)cc2c2cc(Br)ccc21 (stereo not drawn) | 91.0* | -14.3
COc1ccccc1NC(=O)CCC1CCCC1 | -21.0 | 0.3
CC1CCCN(c2cc(C(=O)NCC3CCCCC3)c3ccccc3n2)C1 (stereo not drawn) | -74.3 | 0.6
CC(=O)NC(CCS(C)(=O)=O)C(=O)Nc1ccc(C)c(F)c1 (stereo not drawn) | -2.0 | -1.1
COC(=O)c1ccccc1NC(=O)CCCn1cnc(-c2ccccc2)cc1=O | -13.5 | -2.3
c1ccc(-c2ccc(-c3nncc(-c4ccccc4)n3)nc2)cc1 | -6.9 | .
CC(C)c1cc(C2CCCN2C(=O)Cc2c(F)cccc2Cl)no1 (stereo not drawn) | 0.5 | 2.4
O=C(c1coc(-c2ccccc2)n1)N1CCCN(Cc2noc(-c3ccccc3)n2)CC1 | 15.1 | -3.5
CC1=C(C(=O)Nc2ccc(F)cc2F)C(c2cccs2)C2=C(CC(c3ccccc3)CC2=O)N1 (stereo not drawn) | -27.0 | -8.5
CN1CCN(C2CN(Cc3cn(Cc4ccc(C(F)(F)F)cc4)nn3)S(=O)(=O)C2)CC1 (stereo not drawn) | -2.6 | -6.7
Cc1ccc(-n2c(=O)n(CC(=O)Nc3ccc(C)cc3C)c3cccnc32)cc1 | -4.9 | 5.2
